# Source: PubChem BioAssay (several laboratories)
# RmlCD inh mix: RmlC and RmlD coupled enzyme inhibitors, primary screen, biochemical, 384-well, compound mixtures, retest; AID 1532, 2009; 110,000 tested, 0.39% active; inhibition, % at 5.5 µM; RmlC/RmlD coupled enzyme inhibition, 384-well mixture HTS; in the data active = inhibition above about 30%, passing the limit was not always enough; inconclusive = no clear call, values can overlap the other calls; note: strong numbers were not always called active
# RT RNaseH block: HIV-1 RT RNase H inhibitors, primary screen, biochemical, fluorescence; Gag-Pol polyprotein (Human immunodeficiency virus type 1 group M subtype B (isolate …; RT-RNase H RNA/DNA duplex cleavage; inhibition, % at 10 µM; 65,000 tested, 1.9% active; in the data active = inhibition above about 50%
# * hit, by the source's call; ? = inconclusive; . = not tested or not shown. An excerpt (hit frequency here may not be typical).
SMILES	RmlCD inh mix	RT RNaseH block
Cc1ccc(C(=O)N(CN2CCCC2=O)c2ccc(F)cc2)cc1	-10.1	-8.8
C=CCOc1ccccc1/C=N/O	13.2	-18.6
CN1C(=O)c2cccc3c(Cl)ccc(c23)C1=O	4.4	.
O=C(c1ccccc1)c1ccc(N2CCCC2)cc1	-7.0	-17.4
COC(=O)c1ccccc1NC(=O)c1cc2nc(C3CC3)cc(C(F)(F)F)n2n1	37.1	.
O=C(Nc1ccccc1)N(CCCN1CCOCC1)Cc1cccs1	-9.5	-9.9
COc1cc2[nH]c(=O)n(Cc3ccc(C(=O)NCC4CCCO4)cc3)c(=O)c2cc1OC (stereo unspecified)	.	-115.9
C=CCn1c(Cc2csc(N)n2)nnc1SCC(=O)Nc1ccccc1C(F)(F)F	15.0	.
Cc1ccccc1-n1nnnc1SCc1ncc(-c2ccccc2)o1	.	-89.0
CCCOc1ccc(Cn2c(=O)oc3ccc(C)cc32)cc1OC	-15.5	-25.4
Cn1c(=O)c2c(nc(CN3CCc4ccccc4C3)n2Cc2ccccc2F)n(C)c1=O	-8.6	-9.6
O=C(c1ccccc1F)N1CCN(c2ncccn2)CC1	-10.1	.

SMILES	RmlCD inh mix	RT RNaseH block
Cn1c(Cn2c(=O)sc3ccccc32)nnc1SCC(=O)Nc1ccccc1F	-9.4	-27.5
CCOC(=O)c1cc(C#N)c(Oc2ccccc2)nc1-c1ccccc1	3.0	.
C=CCN1C(=O)S/C(=C\c2ccc(N3CCOCC3)cc2C)C1=O	11.6	.
CN1CCN(C(c2cccc(C(F)(F)F)c2)c2nnnn2C(C)(C)C)CC1 (stereo unspecified)	0.7	0.0
COc1cccc(C(=O)COC(=O)c2ccc(NC(=O)c3ccccc3)cc2)c1	1.5	.
COc1ccc(C(=O)/C=C/Nc2cc(C)on2)cc1	11.3	-18.0
CCCCCn1c(=O)[nH]c2cc(C(=O)N3CCN(CC)CC3)ccc2c1=O	-12.9	.
Cc1cc(Oc2ccccc2)nc(N)n1	32.5	-5.9
N#CC(c1nc2ccccc2nc1N1CCCC1)S(=O)(=O)c1ccccc1 (stereo unspecified)	5.5	8.7
Cc1ccc(-c2ccc(/C=N/NC(=S)Nc3ccccc3)o2)cc1[N+](=O)[O-]	8.9	.
CCOC(=O)COc1cccc2c(=O)n(CC(=O)N3CCCc4ccccc43)ccc12	9.0	.
COc1ccc2[nH]c3ccc(OC)cc3c2c1	-14.0	1.4

SMILES	RmlCD inh mix	RT RNaseH block
COc1ccc(-c2onc(C)c2-c2ccccc2)c(O)c1	37.2	-12.5
O=C1c2ccccc2C(Nc2ccc(S(=O)(=O)N3CCOCC3)cc2)N1Cc1ccco1 (stereo unspecified)	13.3	.
COc1ccc(CCNC(=O)c2cc(-c3cc(C)ccc3O)n[nH]2)cc1OC	0.6	.
O=c1[nH]c2ccsc2c(=O)n1-c1ccc(F)cc1	-4.5	-1.0
O=C(Nc1ccc(N2CCOCC2)c(F)c1)c1ccncc1	2.1	-0.6
O=C(c1cc2ccccc2oc1=O)N1CCN(C(=O)C2CCCO2)CC1 (stereo unspecified)	-6.9	-4.4
c1cnc(SCCOc2ccc3c(c2)CCC3)nc1	3.9	.
COc1ccc2c(c1)c(C(=O)O)c(C)n2CC(C)C	-11.4	3.8
CC(C)c1nnc(NC(=O)CCC(=O)NCc2ccco2)s1	-11.8	2.4
CN1CCN(NC(=O)c2cccc(F)c2)CC1	3.1	.
O=[N+]([O-])c1ccccc1CNC(Cc1ccccc1)c1ccccc1 (stereo unspecified)	4.9	.
COc1cc(S(=O)(=O)NCCc2ccc3c(c2)OCO3)ccc1-n1cnnn1	8.3	-23.1

SMILES	RmlCD inh mix	RT RNaseH block
COc1cccc2cc(C(=O)N3CCc4ccccc4C3)c(=O)oc12	.	-4.5
COc1ccc(OC)c(-n2c(SCC(=O)NCc3ccco3)nnc2-c2c[nH]c3ccccc23)c1	-3.5	-0.7
CCOC(=O)c1[nH]c(C)c(C(=O)NC2CCN(C(=O)OCC)CC2)c1C	7.8	-20.8
Cc1ccc(S(=O)(=O)C2(C(=O)N(C)C3CCCCC3)CC2)cc1	-8.2	-8.4
O=C(Nc1ccccc1N1CCN(C(=O)c2ccccc2)CC1)c1ccc2c(c1)OCO2	16.7	-1.6
O=C(CN1CCC(NC(=O)Nc2ccccc2-c2ccccc2)CC1)NCc1ccco1	7.0	37.8
COc1cc(-c2nnc(-c3ccccc3)o2)cc(OC)c1OC	60.8	.
O=C(c1cccs1)N(Cc1ccco1)C1CCS(=O)(=O)C1 (stereo unspecified)	5.4	-5.3
CCc1ccc2[nH]c(=O)c(CN(CCN3CCCC3)C(=O)NC3CCCCC3)cc2c1	-10.6	-4.3
CCC(=O)c1ccc(OC)c(OC)c1	10.0	.
O=C(Cn1cccc1C(=O)c1ccccc1)NCc1ccc2c(c1)OCO2	-5.7	-35.2
Cc1cc(C)c(OCCN2C(=O)NC(C)(C)C2=O)c(Cl)c1	-1.1	.

SMILES	RmlCD inh mix	RT RNaseH block
O=C(CCn1c(=O)sc2ccccc21)Nc1nc2ccccc2s1	-29.4	.
CCC(=O)Oc1c(S(=O)(=O)c2ccc(C)cc2)c(C)nn1C(C)(C)C	3.0	-4.9
O=C(NC1CCCCCCC1)C1CCN(S(=O)(=O)N2CCC3(CC2)OCCO3)CC1	-9.3	-2.8
CC(=O)CC(=O)NC1C2CC3CC(C2)CC1C3 (stereo unspecified)	-4.6	-3.8
COc1cc(O)c(C(CC(=O)N2CCCC2)c2ccc(N(C)C)cc2)c(OC)c1 (stereo unspecified)	-7.4	.
Cn1c(=O)c2c(nc(NCc3ccco3)n2C)n(C)c1=O	4.5	3.9
CCNC(=O)c1ccc(NS(=O)(=O)c2ccccc2)cc1	6.2	-6.0
COc1cc2[nH]c(=O)n(Cc3ccc(C(=O)NCCCN4CCC(C)CC4)cc3)c(=O)c2cc1OC	4.9	.
CC(C)NC(=O)NC(=O)COC(=O)C1CCCN1C(=O)c1cccs1 (stereo unspecified)	-10.5	.
CCCSc1n[nH]c(NC(C)=O)n1	-7.8	-13.2
Cn1c(SCC(=O)c2ccc(-c3ccccc3)cc2)nnc1-c1ccco1	5.8	42.4
COC1CCCCC1Nc1cc(C)ccc1C (stereo unspecified)	11.0	-8.5

SMILES	RmlCD inh mix	RT RNaseH block
CCC(=O)Nc1cccc(C2=NOC3(C2)C[C@@H](C(N)=O)N(C(=O)CC(c2ccccc2)c2ccccc2)C3)c1 (stereo partly specified)	13.6	.
O=C(NCCNCCO)c1c(O)c2cccc3c2n(c1=O)CCC3	17.4	-8.2
COc1ccc(N(CC(=O)NCC2CCCO2)S(=O)(=O)c2c(C)noc2C)cc1 (stereo unspecified)	4.3	-18.3
COc1cc(CNc2cc(C)ccc2C)cc(OC)c1OC	-8.4	-36.0
O=C(CCN1CCN(c2ccc(Cl)cc2)CC1)Nc1nccs1	-0.4	.
CC1(C)OC(=O)N2CCc3ccccc3C21C (stereo unspecified)	7.7	.
O=C(Nc1ncn[nH]1)c1c(Cl)ccc(Cl)c1Cl	5.4	-9.4
CCOc1ccc(NC(=O)c2ccc(S(=O)(=O)N(C)C)cc2)cc1	-8.4	-11.5
COc1ccc(C2C=C(c3ccccc3)Nc3ncnn32)cc1 (stereo unspecified)	4.6	-1.0
Cn1c(SCC(=O)NC(C)(C)C)nc(O)cc1=O	0.5	4.5
Cc1ccc(-c2cc([C@H]3[C@@H]4C=CCC[C@@]4(C)C(=O)N3Cc3ccccc3)ccc2F)cc1	-8.6	.
Cc1cccc(C)c1N(CC(=O)N1CCN(C)CC1)S(C)(=O)=O	-2.2	-9.4

SMILES	RmlCD inh mix	RT RNaseH block
Oc1ccc(Oc2ncc(Cl)cc2Cl)cc1	8.2	-19.4
Cc1nc2ccc(S(=O)(=O)NC(C(=O)NCc3ccc4c(c3)OCO4)C(C)C)cc2s1 (stereo unspecified)	-16.7	.
CCOc1cc(C)nc(NCc2ccccc2)n1	48.1	.
CCCC1(C(=O)OC)NC(c2cccc(F)c2)C2C(=O)N(CC)C(=O)C21 (stereo unspecified)	9.6	-2.1
COCCn1c(SCC(=O)Nc2ccc(NC(=O)c3ccco3)c(OC)c2)nc2ccccc2c1=O	-12.0	.
COCCNC(=O)c1onc(CSc2ccc(Cl)cc2)c1C(=O)O	7.4	.
CN1c2ccccc2N(C)C1c1c(O)ccc2ccccc12	5.5	-6.8
C/C(=C/Cc1c(O)cc2oc(C)cc(=O)c2c1O)COC1OC(CO)C(O)C(O)C1O (stereo unspecified)	11.7	.
Clc1ccc(Nc2ccc(-n3ccnc3)nn2)cc1Cl	8.6	.
O=c1[nH]c(CN2CCCCC2)nc2c1C1(CCCCC1)Cc1ccccc1-2	12.1	-19.4
COc1ccc(CN2CCN(C(=O)c3ccco3)CC2)cc1OCc1ccccc1	-6.8	-4.9
O=C(CC1Nc2ccccc2NC1=O)NCCCN1CCCCCC1 (stereo unspecified)	.	-17.9

# 3 compounds picked at random from the list so far:
SMILES	RmlCD inh mix	RT RNaseH block
Cc1cc(C)c(OCCN2C(=O)NC(C)(C)C2=O)c(Cl)c1	-1.1	.
Cn1c(=O)c2c(nc(CN3CCc4ccccc4C3)n2Cc2ccccc2F)n(C)c1=O	-8.6	-9.6
O=C(c1cccs1)N(Cc1ccco1)C1CCS(=O)(=O)C1 (stereo unspecified)	5.4	-5.3

# The list continues.
SMILES	RmlCD inh mix	RT RNaseH block
O=C(COc1ccc(S(=O)(=O)NC2CCCCC2)cc1)NCc1cccnc1	-12.8	.
COc1ccc(NC(=O)CN(c2cccc(C(F)(F)F)c2)S(C)(=O)=O)cc1OC	-180.7	.
O=C(CSc1nnc(CNc2ccc(F)cc2)o1)N1CCN(C(=O)c2ccco2)CC1	-9.7	-11.8
Cc1cccc(C(=O)NNC(=O)C2CCCO2)c1 (stereo unspecified)	6.0	.
CC(Oc1ccc2c(-c3ccccc3)cc(=O)oc2c1)C(=O)O (stereo unspecified)	-31.5	-9.9
COC(=O)c1sccc1NC(=O)c1ccc(Cl)s1	0.4	-9.2
Cc1c(C(=O)NC2CCCc3ccccc32)oc2ccc(S(=O)(=O)N3CCCC3)cc12 (stereo unspecified)	-4.3	.
O=C(CSc1n[nH]c(=O)n1C1CC1)Nc1cc(Cl)ccc1Oc1ccccc1	5.5	-22.6
Cc1ccc(-c2nn3c(C)nnc3s2)cc1NC(=O)c1cccs1	6.2	12.1
Cc1nnc(NC(=O)CCCOc2ccccc2)s1	-3.7	.
CCN(CC)C(=O)c1ccccc1NS(=O)(=O)c1ccc(C)cc1	5.9	.
Cn1cc(C2NC(=O)c3c(sc4c3CCCC4)N2)c2ccccc21 (stereo unspecified)	.	68.8*

# Ordered by formula weight (high to low): part of the list above
SMILES	RmlCD inh mix	RT RNaseH block
COc1ccc(NC(=O)CN(c2cccc(C(F)(F)F)c2)S(C)(=O)=O)cc1OC	-180.7	.
O=C(COc1ccc(S(=O)(=O)NC2CCCCC2)cc1)NCc1cccnc1	-12.8	.
CCN(CC)C(=O)c1ccccc1NS(=O)(=O)c1ccc(C)cc1	5.9	.
CC(Oc1ccc2c(-c3ccccc3)cc(=O)oc2c1)C(=O)O (stereo unspecified)	-31.5	-9.9
COC(=O)c1sccc1NC(=O)c1ccc(Cl)s1	0.4	-9.2

# Next part
SMILES	RmlCD inh mix	RT RNaseH block
CC1=C(C(=O)Nc2ccccc2)C(c2ccco2)C(C#N)=C(SCC(=O)Nc2cccc(C)c2C)N1 (stereo unspecified)	-14.1	8.2
O=C(NCc1cccs1)C(NS(=O)(=O)c1cccc2nsnc12)c1ccccc1 (stereo unspecified)	11.7	-15.9
COc1ccc(OC)c(NC(=O)CCNS(=O)(=O)c2cccs2)c1	-2.3	-0.5
Clc1ccc2c(c1)C1OCCC1C(c1ccco1)N2 (stereo unspecified)	28.5	-7.9
O=C(O)/C=C\C(=O)Nc1ccc(Oc2ccccc2)cc1	-0.8	.
CC(=O)NC1=NN(c2ccccc2)C(=O)C1	-5.6	.
CCc1c(C)nc2c(C#N)c[nH]n2c1=O	-7.9	3.8
Cc1cccc2c(C(=O)O)c3c(nc12)CCCCC3	-14.2	.
CC(N=C(NC#N)Nc1ccncc1)C(C)(C)C (stereo unspecified)	?	.
Cc1cccc(C)c1OCCCCc1c(C)n[nH]c1C	9.8	-28.1
Cc1cccc(CC2CC(=O)N(c3ccccc3)C2=O)c1 (stereo unspecified)	-0.2	-2.7
COc1cccc(-c2cc(=O)c3cc(NC(=O)c4ccccc4)ccc3[nH]2)c1	-11.9	.

SMILES	RmlCD inh mix	RT RNaseH block
CN(C)S(=O)(=O)N1CCC(c2ccc(F)cc2)C(COc2ccc3c(c2)OCO3)C1 (stereo unspecified)	-0.7	11.2
O=C(c1ccccc1F)c1cn(CC(=O)N2CCCCC2)c2ccccc12	6.1	.
Cc1ccc(N(C(=O)CNC(=O)c2ccco2)C(C(=O)NC2CCCC2)c2cccnc2)cc1C (stereo unspecified)	-11.3	-1.5
O=C(O)c1ccc(Oc2cccc([N+](=O)[O-])c2)cc1C(=O)O	5.3	.
CCC(C)n1c(=O)c(C(=O)Nc2ccccc2S(N)(=O)=O)c(O)c2ccccc21 (stereo unspecified)	9.6	1.4
Cc1ccc2[nH]c(=O)c(N3CCOCC3)c(-c3ccccc3)c2c1	3.7	-7.1
CCc1nc2ccccc2n1CC(O)COc1ccc(NC(C)=O)cc1 (stereo unspecified)	-4.3	.
O=C(C/C=N/OCc1ccc(Cl)cc1)c1cnc(-c2ccccc2)s1	-8.3	.
CCCCc1cc2c(c(NC(=O)CC)n1)c(=O)oc1ccccc12	-1.2	-1.9
COC(=O)C1=CN(CC2CCCO2)C=C(C(=O)OC)C1c1cc(OC)c(OC)c(OC)c1 (stereo unspecified)	17.1	-0.7
CC(CN1CCOCC1)OC(=O)c1cccc(Br)c1 (stereo unspecified)	-24.0	.
